LYP phosphatase – inhibitors of LYP phosphatase, biochemical, fluorescence intensity, uHTS (AID 1779). recombinant LYP phosphatase, fluorescence intensity; higher % means a stronger effect. inhibition, % at 11.5 µM, or IC50 in µM where a hit was titrated. hit rate 0.054% among 290,000; in the data active means inhibition above about 50%;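 further: plate controls were vehicle with enzyme for no effect and no enzyme for full effect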
GPR55 activation – GPR55 agonists via beta-arrestin recruitment, primary screen, imaging, U2OS cells, beta-arrestin-GFP redistribution (AID 1961). U2OS GPR55 beta-arrestin-GFP redistribution imaging; higher % means a stronger effect. activation, % at 10 µM, or EC50 in µM where a hit was titrated. hit rate 0.048% among 290,000;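 active means activation above 40% with more than 50 cells counted in the well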;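 further: U2OS osteosarcoma cells stably expressing GPR55 and beta-arrestin-GFP; plate controls were DMSO negative control for no effect and LPI positive control for full effect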
GPR35 arrestin U2OS – GPR35 antagonists blocking zaprinast-driven arrestin recruitment, primary screen, imaging, U2OS, beta-arrestin-GFP, zaprinast agonist (AID 2058) | U2OS GPR35 beta-arrestin-GFP translocation imaging, zaprinast antagonism; higher % means a stronger effect | hit rate 0.052% among 290,000 | one-dose inhibition, % at 10 µM; IC50 in µM for titrated hits;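 active means inhibition of at least 50% with at least 30 cells and total cytoplasm GFP at most 10,000,000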
T cell modulator – modulates CD8 T cell binding to vesicles | calls only at 7 µM | hit rate 0.068% among 330,000 | AID 2052 | 2C CD8+ T cell-vesicle binding, flow cytometry; active compounds read low;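 active means response, share of CD8 T cells binding vesicles, and their 90th percentile fluorescence all below set limits, cut at about 80% in these data, passing the limit was not always enough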
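Also added: QL9-peptide-loaded Drosophila micro-vesicles bearing Ld, ICAM-1 and B7-1; Test system: purified 2C TCR transgenic mouse naive CD8+ T cells; Measured by: cytometric PE anti-B7-1 and Alexa647 anti-CD8 signals after 1% paraformaldehyde fixation; Timing: binding step 1.5 h, 37 °C, antibody labelling 20 min, ice.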
Lipid droplet – modulators of hepatic lipid droplet formation. AML12 mouse hepatocytes, oleate lipid droplets, BODIPY imaging. inhibition, % at 6.5 µM. hit rate 0.4% among 240,000;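 active means lipid droplet intensity inhibited by at least 50%, with more than 500 cells counted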
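Material: mouse AML12 hepatocyte cell line, fixed after treatment; Timing: compound with oleate, overnight; Technique: high-content imaging of BODIPY-stained droplets and DAPI nuclei; Probe or stimulus: oleate, 100 µM final; Dosing: compound at 6.5 µM only.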
Large T inhibition – TAg ATPase/helicase activity blockers – biochemical (AID 1903); SV40 large T antigen ATPase/helicase inhibition assay; higher % means a stronger effect; one-dose inhibition, % at 20 µM; IC50 in µM for titrated hits; hit rate 0.39% among 310,000; in the data active means a potency from the dose series; further: strong numbers were not always called active
NTR1 ag – agonists of NTR1, primary screen, imaging, U2OS cells, beta-arrestin-GFP, high content (AID 493036) | hit rate 0.17% among 330,000 | P30989 | NTR1-U2OS beta-arrestin-GFP spot imaging, agonist mode | activation, % at 20 µM;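 active means activation at or above 40% of the spot to cytoplasm intensity ratio, with at least 20 cells analyzed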;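 further: 0% = DMSO without peptide and 100% = 100 nM NTR1 peptide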
Target sequence (P30989 whole entry, looked up): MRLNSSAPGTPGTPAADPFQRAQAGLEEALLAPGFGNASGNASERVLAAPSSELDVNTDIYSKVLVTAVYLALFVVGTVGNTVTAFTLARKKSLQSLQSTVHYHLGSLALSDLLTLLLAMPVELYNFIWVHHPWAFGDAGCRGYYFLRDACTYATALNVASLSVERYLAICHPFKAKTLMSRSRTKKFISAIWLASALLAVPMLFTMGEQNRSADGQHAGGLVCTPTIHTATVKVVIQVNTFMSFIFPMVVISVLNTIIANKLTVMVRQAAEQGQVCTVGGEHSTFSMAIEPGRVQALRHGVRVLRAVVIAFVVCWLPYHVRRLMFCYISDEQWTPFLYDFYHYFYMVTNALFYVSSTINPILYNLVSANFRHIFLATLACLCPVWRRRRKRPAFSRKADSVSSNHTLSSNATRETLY
Rac1 GTP hydrolysis – MgcRacGAP GTPase-activating activity inhibitors, confirmation, biochemical, ADP Hunter fluorescence. one-dose inhibition, % at 30 µM; IC50 in µM for titrated hits. MgcRacGAP-stimulated Rac1 GTP hydrolysis, ADP Hunter fluorescence; higher % means a stronger effect; GST-tagged Rac1 F28L mutant substrate. hit rate 0.6% among 340,000. AID 624330;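 active means first-screen hits whose inhibition reached a set limit at any dose in the follow-up dose series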;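 further: fluorescence reports GDP produced by GAP-driven GTP hydrolysis; strong numbers were not always called active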
GPR55 LPI antagonism – inhibition of LPI-stimulated GPR55 beta-arrestin translocation – imaging, U2OS, beta-arrestin-GFP, LPI agonist, primary screen (AID 2013) | U2OS GPR55 beta-arrestin-GFP translocation imaging, LPI antagonism; higher % means a stronger effect | inhibition, % at 10 µM, or IC50 in µM where a hit was titrated | hit rate 0.13% among 290,000;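 active means spots per cell inhibited over 60%, with over 100 cells counted and total cytoplasm intensity under 500,000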;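 further: U2OS cells stably carrying GPR55 and arrestin-GFP stimulated by 5 µM LPI near EC80; imaged beta-arrestin-GFP aggregate spots per cell after agonist stimulation; plate controls were LPI-stimulated DMSO wells for no effect and DMSO wells without LPI for full effect; some results filed as inactive read as strong as hits; confirmed hits need IC50 under 10 µM and bright autofluorescent wells are also inconclusive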
Lipid droplet cells 6.5 µM – recorded beside Lipid droplet, whose call it bears; cell count; measured here: cell count, cytotoxicity flag;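 cells counted across two imaged fields per well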
T cell modulator vesicle-bound % – recorded beside T cell modulator, whose call it bears; double positive events, %; measured here: CD8+ vesicle-bound cell fraction;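 binding gate set so that unloaded-vesicle control wells show 10% double positive cells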
NTR1 ag cell count 20 µM – second read-out of NTR1 ag, no call of its own (marks repeat the call); cell count; measured here: cell count, cytotoxicity flag
An asterisk follows results filed as active; i = inactive; . = not tested or not shown; & = joins results of further samples.

The line under a structure holds: LYP phosphatase	GPR55 activation	GPR35 arrestin U2OS	T cell modulator	T cell modulator vesicle-bound %	Lipid droplet	Lipid droplet cells 6.5 µM	Large T inhibition	NTR1 ag	NTR1 ag cell count 20 µM	Rac1 GTP hydrolysis	GPR55 LPI antagonism
- CN(C)CCCNC(=O)c1ccccc1Oc1ccccc1
  -2%	-0.1%	-4%	i	49	-13	747	13%	-0.6	47	-12%	6%
- NC1=NC(=O)/C(=C/c2ccc(-c3ccc(S(N)(=O)=O)cc3)o2)S1
  -6%	0.1%	11%	i	60	-4	757	8%	34	99	-9%	-5%
- CC(NC(=O)C1CCN(S(=O)(=O)N2CCCCCC2)CC1)c1ccccc1 (stereo not given)
  -10%	-0.2%	1%	i	6	.	.	10%	1.7	70	2%	5%
- Cc1cccc(N(C(=O)CNC(=O)c2cccs2)C(C(=O)NC2CCCC2)c2ccncc2)c1 (stereo not given)
  -10%	0.0%	9%	i	54	-37	796	4%	-0.8	50	-2%	7%
- Brc1ccc(N=C/C=C/C=C/Nc2ccc(Br)cc2)cc1
  -9%	-0.1%	41%	i	0	.	.	-2%	0.6	66	2%	.
- N#Cc1cncc(-c2ccc3c(c2)OCCOCCOCCOCCOCCO3)n1
  -8%	0.1%	-11%	i	24	-2	682	12%	0.0	66	8%	15%
- CCN(CC)c1ccc(C(=O)N/N=C(\C)c2cccc(OC)c2)cc1
  -10%	0.4%	-4%	i	47	-17	621	13%	1.7	64	7%	8%
- COc1ccccc1NC(=O)c1csc2c1CCCC2
  -3%	0.0%	-2%	i	34	.	.	11%	4.8	64	-1%	-8%
- CCN1CCCC1CNC(=O)C(=O)NCCc1ccc(OC)c(OC)c1 (stereo not given)
  -6%	-0.1%	-6%	i	64	-1	679	4%	-0.9	29	5%	12%
- CNC(=O)c1ccc(NC(=O)Nc2ccccc2)cc1
  -16%	-0.2%	4%	i	20	-4	796	-3%	0.6	75	10%	2%
- CCN(CC)c1ccc2c(O)cc(=O)oc2c1
  -2%	-0.3%	12%	i	12	-9	695	10%	2.7	77	3%	2%
- CCOC(=O)c1c(C)[nH]c(C(=O)CSc2nnnn2-c2ccccc2)c1C
  -7%	-0.3%	15%	i	7	.	.	8%	-1.4	56	4%	9%
- O=C(CCS(=O)(=O)c1ccc(Br)cc1)Nc1ccc(Br)cc1F
  -7%	-0.3%	-11%	i	7	-3	653	-9%	1.4	55	7%	-11%
- N#C/C(=C\C=C\c1ccccc1[N+](=O)[O-])C(=O)NC1CCCCC1
  0%	0.0%	-5%	i	39	-28	701	8%	4.4	48	3%	14%
- COc1cnc(SC(C)C)[nH]c1=O
  -6%	0.1%	-6%	i	45	-2	612	8%	0.9	56	3%	-2%
- Cc1nc2ccccn2c1C(=O)Nc1ccc(Cl)cc1
  0%	-0.3%	-1%	i	54	10	680	6%	-1.1	84	5%	4%
- O=C(Nc1ccccc1)c1ccn[nH]1
  -6%	-0.1%	-16%	i	7	.	.	2%	-0.9	48	12%	-14%
- Cc1c(C(=O)c2ccc([N+](=O)[O-])cc2)c(=O)n(C)c(=O)n1C
  -4%	-0.1%	-1%	i	50	-7	650	-2%	-1.1	68	1%	0%
- Cn1cnnc1SCC(=O)Nc1ccc(N2CCOCC2)cc1
  1%	0.2%	5%	i	31	4	667	30%	0.1	65	14%	1%
- COc1ccc(/C=C/c2c(-c3ccc(OC)cc3)oc3cccnc23)cc1
  -9%	0.1%	-1%	i	54	0	712	12%	9.2	89	1%	6%
- O=C(CCCCCNC(=O)c1ccccc1)N/N=C/c1ccccc1
  -7%	-0.2%	6%	i	62	-2	634	-6%	-0.3	75	9%	-10%
- CCCCn1c(-c2ccc(C(C)(C)C)cc2)nc2cc3[nH]c(=O)c(C(C)C)nc3cc21
  -2%	17%	-6%	i	49	.	.	11%	16	61	7%	8%
- Cc1ccc(-n2ncc3c(SCC(=O)Nc4cc(C)on4)ncnc32)c(C)c1
  -2%	-0.5%	8%	i	20	30	704	6%	2.2	47	5%	4%
- COc1ccc(-c2nc(CN3CCC(C(=O)N4CCc5ccccc54)CC3)c(C)o2)cc1OC
  0%	0.9%	3%	i	20	.	.	3%&4%	0.6	64	0%	-3%
- CN1C(=O)C(O)(CC(=O)c2ccncc2)c2ccccc21 (stereo not given)
  -4%	-0.1%	-2%	i	10	-7	769	-10%	1.7	60	-1%	-1%
- CCNC(=S)Nc1cccc(S(=O)(=O)Nc2ccccc2OC)c1
  -3%	-0.1%	17%	i	26	-32	659	18%	1.8	51	9%	0%
- COc1cc(/C=C/C(=O)OCC(=O)NC(=O)NC(C)C)cc(OC)c1OC
  -8%	1.9%	13%	i	54	10	672	4%	1.4	39	7%	14%
- CCn1c(SCC(=O)Nc2nc(C)cs2)nnc1-c1ccoc1C
  -6%	-0.1%	-12%	i	10	15	796	7%	-1.3	93	5%	8%
- COc1ccc(C(=O)NCc2nnc(SCC(=O)NC3CCCC3)o2)cc1
  -8%	0.7%	2%	i	4	32	731	2%	1.0	51	4%	-5%
- NC(=O)C1CCN(C(=O)OCc2ccccc2)CC1
  -7%	-0.1%	-12%	i	47	.	.	7%	-0.2	52	12%	8%
- COc1cc(OC)c(S(=O)(=O)NC(C)C)cc1C(=O)O
  -8%	0.2%	12%	i	31	2	715	19%	-0.1	61	5%	15%
- COc1ccc(NC(=S)NCCc2c[nH]c3ccccc23)c(OC)c1
  1%	-0.2%	1%	i	62	-5	744	4%	-1.6	72	10%	9%
- N#CC1=C(S)N(c2ccccc2)C(c2cccs2)NC1=O (stereo not given)
  0%	0.3%	19%	i	31	23	635	26%	0.0	43	53%	-2%
- COc1ccc(NC(=O)Cc2nn(C)c(=O)c3ccccc23)c2ncccc12
  -6%	-0.3%	15%	.	.	.	.	.	.	.	.	18%
- NC(=O)CSc1nnc(CNc2ccc(F)cc2)n1CC1CCCO1 (stereo not given)
  -2%	-0.2%	8%	i	15	.	.	6%	-0.4	92	-1%	-24%
- NC(=O)c1nnsc1-c1ccc(-c2snnc2C(N)=O)cc1
  2%	0.2%	7%	i	52	6	746	12%	-1.1	77	6%	8%
- CN(C)c1ccc(NC(=O)c2sc(SCC(=O)Nc3ccc(Br)cc3)nc2N)cc1
  0%	0.0%	7%	i	33	.	.	25%	3.3	44	11%	15%
- Cc1cccc(NCc2cc(Cl)cc(Cl)c2O)n1
  -2%	-0.5%	4%	i	37	-1	726	3%	2.1	55	0%	13%
- Cc1ccc(-c2cc(C(=O)N3CCN(c4ccccc4O)CC3)c3ccccc3n2)o1
  -2%	-0.1%	11%	i	54	4	591	15%	5.5	81	9%	1%
- O=C(CNS(=O)(=O)c1ccc(Br)s1)N1CCN(C(=O)c2ccco2)CC1
  -14%	-0.1%	9%	i	30	.	.	3%	1.4	42	1%	-3%
- COc1ccc(C(=O)CC(=O)C(=O)Nc2ccccc2OC)cc1
  1%	0.0%	11%	i	29	.	.	20%	-0.3	68	6%	-3%
- CCCCCCOc1ccc(N2C(=O)CC(NCc3ccc(S(N)(=O)=O)cc3)C2=O)cc1 (stereo not given)
  -9%	0.2%	4%	i	56	6	766	4%	0.1	54	9%	8%
- COC(=O)CSc1nnc(-c2sc3cc(OC)ccc3c2Cl)n1C
  -5%	-0.1%	4%	i	43	-1	765	-5%	0.2	56	10%	0%
- Cc1ccc(S(=O)(=O)N(Cc2cccc(F)c2)C(=O)N2CCN(C)CC2)cc1
  .	.	.	i	43	.	.	13%	1.2	55	5%	.
- COc1ccccc1N1CCN(CC(O)COc2ccc(C)cc2C)CC1 (stereo not given)
  -8%	0.0%	-1%	i	42	-6	879	4%	-1.2	56	2%	8%
- Cc1nnc(-c2ccc(Cl)cc2)[nH]c1=O
  -9%	-0.2%	-6%	i	41	6	623	2%	0.4	29	-8%	-13%
- O=C(C1CC(c2ccc(F)cc2)=NO1)N1CCN(Cc2ccccc2)CC1 (stereo not given)
  -2%	-0.1%	4%	i	60	.	.	-4%	0.3	59	8%	5%
- NC(=O)c1ccc(NC(=O)COC(=O)c2cccc(Oc3ccccc3)c2)cc1
  0%	-0.3%	7%	i	60	-18	478	6%	4.8	86	-4%	-9%
- COc1ccc(-c2nnn(CC(=O)N3CCN(c4ccc(F)cc4)CC3)n2)cc1
  -6%	-0.1%	12%	i	29	1	689	13%	3.9	56	11%	4%

One compound at a time, from the list above. Values in the order: LYP phosphatase | GPR55 activation | GPR35 arrestin U2OS | T cell modulator | T cell modulator vesicle-bound % | Lipid droplet | Lipid droplet cells 6.5 µM | Large T inhibition | NTR1 ag | NTR1 ag cell count 20 µM | Rac1 GTP hydrolysis | GPR55 LPI antagonism
`COc1cc(OC)c(S(=O)(=O)NC(C)C)cc1C(=O)O` as listed: -8% | 0.2% | 12% | i | 31 | 2 | 715 | 19% | -0.1 | 61 | 5% | 15%
`COc1cnc(SC(C)C)[nH]c1=O` as listed: -6% | 0.1% | -6% | i | 45 | -2 | 612 | 8% | 0.9 | 56 | 3% | -2%
